Screens: PubChem, several laboratories
LMPTP block = LMPTP (human) inhibition; P24666; recombinant LMPTP-A, OMFP fluorogenic substrate, fluorescence intensity; inhibition, % at 20 µM; 360,000 compounds, 0.22% hits; AID 651560;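 active = compounds that cut the enzyme signal by at least half of the control window in the single-dose screen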;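 also: plate controls were DMSO wells with enzyme plus substrate for no effect and substrate without enzyme for full effect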
Target sequence (P24666 whole entry, looked up): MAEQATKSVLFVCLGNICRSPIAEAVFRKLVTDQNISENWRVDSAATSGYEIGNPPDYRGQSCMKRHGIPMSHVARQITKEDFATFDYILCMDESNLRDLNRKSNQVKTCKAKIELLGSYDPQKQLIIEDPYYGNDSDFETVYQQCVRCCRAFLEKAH
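Material: LMPTP-A; amount: 0.625 nM enzyme; doses: single 20 µM dose; times: reaction 50 min, room temperature, dark; technique: fluorescence intensity of OMFP turnover product; benchmarks: no-enzyme and uninhibited controls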
Scp-1 inhibitor = Scp-1 (human) phosphatase inhibition; Q9GZU7; Recombinant Scp1, phosphopeptide, malachite green phosphate absorbance; inhibition, % at 20 µM; 340,000 compounds, 0.88% hits;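 active = inhibition above about 50% at 20 µM, limit read from the data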;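 also: plate controls were DMSO wells with enzyme for no effect and wells lacking enzyme for full effect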
Target sequence (Q9GZU7 76-261 limits assumed): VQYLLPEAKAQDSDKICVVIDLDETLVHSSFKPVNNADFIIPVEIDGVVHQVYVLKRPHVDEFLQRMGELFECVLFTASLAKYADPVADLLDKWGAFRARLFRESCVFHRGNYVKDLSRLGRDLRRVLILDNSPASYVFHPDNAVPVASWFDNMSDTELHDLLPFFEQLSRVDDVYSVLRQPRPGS
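Test system: SCP-1 catalytic domain; Buffer or medium: Acidic Tris acetate buffer with magnesium and detergent; Also added: Phosphorylated 17-residue peptide substrate; Compound: single 20 µM dose, 1% DMSO; Schedule: enzyme reaction 45 min at room temperature, colour 5 min, stabilisation 30 min; Signal: Phosphate-binding colour reagent, absorbance read at 630 nm.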
NadD block = NadD (S. aureus) enzyme inhibition | purified NadD enzyme, colorimetric absorbance read-out | inhibition, % at 20 µM | 360,000 compounds, 0.78% hits; in the data active = inhibition above about 26%; also: some compounds past the cut are filed as inactive
TbMetRS inhib = blocks T. brucei methionyl-tRNA synthetase activity; 360,000 compounds, 0.4% hits; AID 624268; purified T. brucei MetRS, ATP depletion, Kinase-Glo luminescence; inhibition, % at 11.9 µM;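 active = inhibition above a per-plate cutoff of the control wells' mean inhibition plus 3 SD, cut at about 5.5% in these data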;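 also: 0% = DMSO wells median and 100% = median of wells with control inhibitor compound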
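Test system – parasite MetRS enzyme · Reagent – substrates ATP, L-methionine and bulk Escherichia coli tRNA · Doses – 11.9 µM compound single dose, 0.9% DMSO · Times – 15 min enzyme-compound preincubation, 2 h reaction, 10 min detection, 25 °C · Signal – Kinase-Glo luminescence, ATP depletion format · Controls – DMSO-only wells as low control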
SKN-1 block = blocks SKN-1 activity in C. elegans. C. elegans VP596 Pgst-4::GFP/RFP ratio, acrylamide-induced, 24 h. inhibition, % at 21.8 µM. 360,000 compounds, 0.49% hits;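 active = interference check ratio from 0.5 to 1.5 plus GFP to RFP signal ratio inhibition reaching or exceeding a fixed threshold, cut at about 30% in these data, passing the limit was not always enough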; also: some compounds called inactive have numbers as strong as hits
Neddyl block = blocks human cullin neddylation | P61081+Q13564 | TR-FRET cullin neddylation, biochemical | calls only at 25 µM | 360,000 compounds, 0.58% hits; in the data active = inhibition above about 36%
SUMO1-SIM PPI = alters human SUMO1 binding to SIM partners. P63165. SUMO1 binding to a labelled peptide, TR-FRET, 1 h. inhibition, % at 20 µM. 360,000 compounds, 0.33% hits. AID 602429; in the data active = inhibition above about 37%
Target sequence (P63165 whole entry, looked up): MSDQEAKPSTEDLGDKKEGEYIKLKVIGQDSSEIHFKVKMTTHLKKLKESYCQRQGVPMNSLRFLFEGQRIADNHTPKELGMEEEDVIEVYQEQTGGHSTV
STEP inh = inhibitors of human striatal-enriched phosphatase STEP. P54829. recombinant STEP, OMFP fluorogenic substrate, fluorescence. inhibition, % at 20 µM. 360,000 compounds, 0.25% hits. AID 588621;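 active = inhibition at 20 µM, scaled per plate between control wells, above about 37%, limit read from the data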;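 also: 0% = DMSO with enzyme and substrate and 100% = substrate only without enzyme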
Target sequence (P54829 whole entry, looked up): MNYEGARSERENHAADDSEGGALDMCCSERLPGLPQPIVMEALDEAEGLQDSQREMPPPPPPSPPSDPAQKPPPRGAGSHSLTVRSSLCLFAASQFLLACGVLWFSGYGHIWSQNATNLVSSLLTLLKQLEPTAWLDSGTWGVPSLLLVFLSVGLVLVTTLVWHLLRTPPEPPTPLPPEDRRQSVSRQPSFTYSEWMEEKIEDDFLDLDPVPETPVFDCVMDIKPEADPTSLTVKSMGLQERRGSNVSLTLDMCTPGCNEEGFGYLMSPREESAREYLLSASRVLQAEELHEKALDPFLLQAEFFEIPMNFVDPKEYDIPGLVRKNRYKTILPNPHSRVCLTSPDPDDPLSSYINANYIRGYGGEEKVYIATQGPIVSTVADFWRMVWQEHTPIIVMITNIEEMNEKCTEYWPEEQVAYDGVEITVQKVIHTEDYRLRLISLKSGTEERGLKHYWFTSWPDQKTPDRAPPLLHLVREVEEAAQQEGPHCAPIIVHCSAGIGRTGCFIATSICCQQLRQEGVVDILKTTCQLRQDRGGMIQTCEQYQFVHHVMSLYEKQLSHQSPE
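System: STEP (striatal-enriched tyrosine phosphatase) enzyme, cell-free; medium: Bis-Tris pH 6.0 buffer with DTT, detergent; dosing: 20 µM, 1% DMSO; times: reaction 20 min, ambient temperature; detection: fluorescence, 480/540 nm; read-out basis: normalized % inhibition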
CendR NRP1 mod = NRP-1/CendR interaction modulation; O14786; FAM-RPARPAR peptide binding to NRP-1, fluorescence polarization; inhibition, % at 25 µM; 360,000 compounds, 0.85% hits; AID 602438;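 active = inhibition or corrected inhibition above about 18%, plus a signal ratio from 0.5 to 1.5, limit read from the data, passing the limit was not always enough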; also: strong numbers were not always called active
DNMT1 block = blocks human DNA methyltransferase DNMT1. AID 588458. inhibition (reported as % activation of signal), % at 10 µM. P26358. DNMT1 molecular beacon, Hinp1I cleavage, fluorescence. 360,000 compounds, 0.83% hits; in the data active = inhibition above about 50%
Numbers without * were called inactive; i = inactive; x = no result given. Some of the compounds tested; rates above refer to the full screens.

SMILES	LMPTP block	Scp-1 inhibitor	NadD block	TbMetRS inhib	SKN-1 block	Neddyl block	SUMO1-SIM PPI	STEP inh	CendR NRP1 mod	DNMT1 block
O=C(Cn1c(=O)n(CC2CS2)c2ccccc21)N1CCCCCC1 (configuration not stated)	-0.4	-3	-4	-0.7	-3	i	3	0	4	-5
O=C(N/N=C/c1c(O)n(CCC2=CCCCC2)c(=S)[nH]c1=O)c1ccccc1	1.7	-7	19	-1.1	2	x	7	-4	-36	-1
COC(=O)C1=C(c2cccc(OC)c2OC)C[C@@H]2CC[C@H]1N2C(=O)NCCO	-0.8	-3	-1	-0.2	-18	i	-2	0	7	2
Cc1nc2ccccc2c(=O)n1-c1cc(F)ccc1F	-2.1	-3	-7	-0.8	-3	i	-4	-4	0	3
C=CCN1C(=O)NC(=O)/C(=C\c2ccc(-c3ccccc3[N+](=O)[O-])o2)C1=O	-0.2	12	23	0.1	0	i	-10	3	-8	4
OC1(c2ccccc2)CCNC2CCCCC21 (configuration not stated)	0.7	-5	-1	-1.0	13	i	5	-6	-7	10
Cc1ccc(CC2C(=O)N(C)C(=O)N(C)C2=O)s1	-0.7	-2	0	-0.1	0	i	-2	4	7	-6
CCOP(=O)(OCC)c1ccc(OP(=O)(c2cccc([N+](=O)[O-])c2)c2cccc([N+](=O)[O-])c2)cc1	-1.6	-5	-5	-0.3	-12	i	7	-2	-5	1
COC(=O)C1=C(c2cc3ccccc3o2)C[C@@H]2CC[C@H]1N2C(=O)NC1CCCCC1	0.5	-10	0	0.6	-4	i	2	3	9	3
CCN(CC)C(=O)c1ccc(N(Cc2ccccc2)S(C)(=O)=O)cc1	0.1	-2	0	0.6	-2	i	0	6	8	-1
CCC1(c2ccc(N)cc2)CCC(=O)NC1=O (configuration not stated)	-1.5	-4	3	0.3	-12	i	0	0	-15	-1
CC[C@H](C)[C@@H](C(=O)N1CCCC1c1nccs1)N(C)C(=O)[C@H](CC(C)C)N(C)C(=O)[C@H](Cc1ccc(OC)cc1)N(C)C(=O)/C=C(\C)OC (some centres not stated)	0.4	-11	3	-0.6	7	i	7	-2	-5	5
COC(=O)C1=C(c2cccc(C#N)c2)C[C@@H]2CC[C@H]1N2C(=O)N1CCCCC1	-0.4	-2	-3	0.0	13	i	2	-2	4	0
O=C(O)Cn1cc(/C=C2\C(=O)NC(=O)N(c3ccc(Br)cc3)C2=O)c2ccccc21	0.7	-13	6	1.2	21	i	3	2	-59	6
O=C(Nc1cccc(Cl)c1)OCC#CCN1CCCC1	0.1	-8	1	-0.3	13	i	5	-3	-13	1
Cc1ccc(C)c(NP(=O)(Oc2ccccc2)Oc2ccccc2)c1	3.0	-4	0	-1.8	2	i	2	-1	-6	-2
CCC(c1nnnn1Cc1ccccc1)N1CCC(n2c(=O)[nH]c3ccccc32)CC1 (configuration not stated)	1.9	x	-7	-0.6	10	i	9	-1	9	2
CC(C)c1ccc(-n2c(O)c(/C=N/NC(=O)c3ccncc3)c(=O)[nH]c2=O)cc1	-0.6	-2	4	-1.2	-1	i	-15	-1	-19	1
O=C(O)CNC1c2ccccc2CSc2ccccc21 (configuration not stated)	-0.7	-1	-1	0.2	-4	i	5	-1	4	-1
CC(=O)O[C@@]12CO[C@@H]1C[C@@H](O)[C@@]1(C)C(=O)[C@H](O)C3=C(C)[C@@H](OC(=O)[C@H](O)[C@@H](NC(=O)c4ccccc4)c4ccccc4)C[C@@](O)([C@@H](OC(=O)c4ccccc4)C12)C3(C)C (some centres not stated)	0.4	1	3	-0.1	3	i	4	-2	-2	-8

3 entries from above, reformatted:
CC(C)c1ccc(-n2c(O)c(/C=N/NC(=O)c3ccncc3)c(=O)[nH]c2=O)cc1
  LMPTP block: -0.6; Scp-1 inhibitor: -2; NadD block: 4; TbMetRS inhib: -1.2; SKN-1 block: -1; Neddyl block: i; SUMO1-SIM PPI: -15; STEP inh: -1; CendR NRP1 mod: -19; DNMT1 block: 1
O=C(O)CNC1c2ccccc2CSc2ccccc21 (configuration not stated)
  LMPTP block: -0.7; Scp-1 inhibitor: -1; NadD block: -1; TbMetRS inhib: 0.2; SKN-1 block: -4; Neddyl block: i; SUMO1-SIM PPI: 5; STEP inh: -1; CendR NRP1 mod: 4; DNMT1 block: -1
CC(=O)O[C@@]12CO[C@@H]1C[C@@H](O)[C@@]1(C)C(=O)[C@H](O)C3=C(C)[C@@H](OC(=O)[C@H](O)[C@@H](NC(=O)c4ccccc4)c4ccccc4)C[C@@](O)([C@@H](OC(=O)c4ccccc4)C12)C3(C)C (some centres not stated)
  LMPTP block: 0.4; Scp-1 inhibitor: 1; NadD block: 3; TbMetRS inhib: -0.1; SKN-1 block: 3; Neddyl block: i; SUMO1-SIM PPI: 4; STEP inh: -2; CendR NRP1 mod: -2; DNMT1 block: -8

Other results follow:
SMILES	LMPTP block	Scp-1 inhibitor	NadD block	TbMetRS inhib	SKN-1 block	Neddyl block	SUMO1-SIM PPI	STEP inh	CendR NRP1 mod	DNMT1 block
COc1ccc(-n2nnnc2C(c2cccc3ccccc23)N2CCC3(CC2)C(=O)NCN3c2ccccc2)cc1 (configuration not stated)	3.7	x	24	-0.1	8	i	2	-1	0	-24
COc1ccc(N2CCN(CCCN)CC2)cc1	-9.2	4	-5	-0.8	19	i	-1	8	-3	-2
COC12c3ccccc3-c3ccccc3C1C(C(=O)O)C2C(=O)O (configuration not stated)	1.4	x	6	0.2	10	i	6	-3	-11	-1
COC(=O)C1=C(c2ccc(Cl)c(C(F)(F)F)c2)C[C@@H]2CC[C@H]1N2C(=O)NCCOc1ccccc1	4.6	-8	-4	-0.4	-6	i	1	1	11	-1
C1CC2OC2CC1C1CO1 (configuration not stated)	1.1	-12	5	-0.4	-12	i	-5	-1	7	-3
Cc1cccc(C)c1-n1nnnc1C(c1cccc2ccccc12)N1CCC2(CC1)C(=O)NCN2c1ccccc1 (configuration not stated)	2.7	x	22	0.1	-6	i	3	5	20	5
O=C1CC(N2CCC(n3c(=O)[nH]c4ccccc43)CC2)C(=O)N1c1ccc(F)cc1 (configuration not stated)	1.9	6	0	-1.2	10	i	5	1	4	61*
C=CCn1c(O)c(C(=O)CCCCCC)c(=O)[nH]c1=O	-0.9	1	2	-1.9	-6	i	4	-2	2	7
O=C1C(=O)c2ccccc2-c2ccccc21	51*	-9	3	38*	1	i	32	36*	6	105*
Cc1cc(OCc2cc(C(=O)O)oc2C)c2c3c(c(=O)oc2c1)CCCC3	0.7	15	4	0.4	13	x	23	8	-47	11
O=c1c2ccc(Cl)cc2[nH]c(=S)n1-c1cccnc1	-0.7	2	-3	-0.9	4	i	-4	2	-10	1
Cc1ccc(C2=NCC(=O)N(CC(=O)N3CCCCC3)c3sc(C)c(C)c32)cc1	-0.2	-2	4	-0.4	9	i	-2	0	0	-1
C/C=C(\C)C(=O)N[C@@H](c1ccccc1)[C@@H](O)C(=O)O[C@H]1C[C@@]2(O)[C@@H](OC(=O)c3ccccc3)C3[C@](C)(C(=O)[C@H](O)C(=C1C)C2(C)C)[C@@H](O)C[C@H]1OC[C@@]31OC(C)=O (some centres not stated)	0.4	-7	5	-0.3	7	i	-3	-1	12	-8
Cc1c(C)c2ccc(OCC(=O)N3C[C@H]4C[C@@H](C3)c3cccc(=O)n3C4)cc2oc1=O	1.3	1	-2	-2.6	-3	i	-7	-2	1	-1
Cc1c(OC(=O)N(C)C)ccc2c1O/C(=C\c1ccco1)C2=O	1.3	-11	-3	1.7	1	i	-26	0	-22	0
Cc1ccc(C2=CCNCC2)cc1	-0.9	-3	-2	-0.2	-7	i	-2	-2	-7	-1
CCCCn1nnnc1C(CCc1ccccc1)N1CCC(n2c(=O)[nH]c3ccccc32)CC1 (configuration not stated)	4.6	x	2	-0.2	-5	i	3	0	-4	-3
C[C@]12CCC3C(CC[C@H]4C[C@H](O)CC[C@]34C)C1C[C@@H](O)[C@@H]2O (some centres not stated)	-0.5	-5	1	-0.1	-9	i	-4	0	3	-2
CCOC(=O)[C@]12Cc3c(cc(OC)c(OC)c3OC)[C@H]1N(CCC(=O)OC)C(=O)c1ccccc12	-0.5	x	-2	-0.3	25	i	-1	x	1	x
C=CCNC(=S)N1Cc2cc(Br)ccc2-n2nncc2C1	-0.2	x	-1	0.4	8	i	0	1	-11	8
CN1C(=O)C(=Cc2ccccc2OS(=O)(=O)c2ccccc2)C(=O)N(C)C1=O	-0.4	3	5	-0.5	-17	i	6	-1	-5	4
COc1cc2c3c(c1OC)Oc1ccc(cc1)C[C@H]1c4c(cc(OC)c(OC)c4Oc4ccc(cc4)C[C@@H]3N(C)CC2)CCN1C	9.1	-6	7	0.1	-4	i	-32	5	0	-7
CCCCCC1(C(C)C)C(=O)NC(=S)NC1=O	-0.7	0	0	-0.1	-3	i	4	0	2	1
CCOC(=O)C(C)Oc1cc(C)cc2oc(=O)c3c(c12)CCCC3 (configuration not stated)	1.2	-10	-8	0.0	18	x	0	-1	4	1
COc1ccc(OC(=O)N(C)C[C@@H]2OCc3cnnn3CCCC(=O)N([C@H](C)CO)C[C@@H]2C)cc1	-1.3	x	-3	0.0	8	i	-5	0	6	5
O=C(Cc1ccccc1)N1CCN(CC2CC3C=CC2C3)CC1 (configuration not stated)	-0.7	-7	-1	-0.2	11	i	-1	2	-3	2
c1ccc2oc(-c3ccc4c(c3)CNCc3cnnn3-4)cc2c1	-0.3	x	-7	0.3	11	x	-16	1	15	7
Clc1ccccc1C1NCc2ccccc2-n2cccc21 (configuration not stated)	2.6	-7	1	0.1	2	i	-6	1	-23	3
O=C1c2ccccc2-n2nnnc2C2c3ccccc3-n3nncc3CN12 (configuration not stated)	-1.3	x	-6	0.4	-7	i	3	-2	8	8
Cc1ccc(NC2=NCCCS2)c(C)c1C	-1.5	-6	-11	-0.6	13	i	4	-2	8	-2
C=C(C)CSc1nnc([C@@H](N)Cc2c[nH]c3ccccc23)o1	-1.1	-5	2	0.6	14	i	2	-5	-11	-4
Nc1ccccc1-[n+]1c(-c2ccccc2)cc(-c2ccccc2)cc1-c1ccccc1	1.2	4	4	0.0	-5	i	-18	-1	7	2
CC12CCC(=O)C=C1CCC1C2CCC2(C)C1CCC2(O)CC#N (configuration not stated)	-0.3	-1	1	-0.3	7	i	-2	1	5	-3
COC(=O)C1=C(c2ccc(OCc3ccccc3)cc2)C[C@@H]2CC[C@H]1N2C(=O)NCc1ccc(OC)c(OC)c1	0.5	-5	0	-0.5	8	i	8	0	-6	-5
CCC12CN3CC(CC)(CN(C1)C3c1cccnc1)C2=O (configuration not stated)	1.1	-3	-3	0.5	13	i	2	-1	-6	1
O=C(N/N=C/c1c(O)n(C2CC2)c(=S)[nH]c1=O)c1ccccc1O	-0.6	-5	2	-0.3	-8	i	-4	2	0	13
Cc1cc(/C=C2/C(=O)NC(=O)N(C)C2=O)c(C)n1-c1ccccc1	2.0	-7	-5	-0.7	-1	i	-10	-3	0	2
Cc1cccc(OP(=O)(Nc2ccc(F)cc2)Oc2cccc(C)c2)c1	3.6	-6	4	0.3	0	i	2	-1	-2	0
